From PubChem BioAssay
SMARCA2 act: SMARCA2 function activation, primary screen; AID 652017; activation, % at 9.1 µM; MG213 cells, MMTV-luciferase reporter, dexamethasone, overnight; hit rate 1% among 370,000; in the data active = activation above about 7.8%;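 also: 0% = vehicle wells and 100% = reference activator wells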
HGIII-sPLA2 inh: Inhibits HGIII-sPLA2 liposome hydrolysis, primary screen. QFRET BODIPY PC-A2 liposome hydrolysis, fluorescence. inhibition, % at 12.2 µM. hit rate 0.56% among 370,000. AID 743126;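 active = inhibition above mean plus 3 SD of compounds lying within the high and low control bounds, cut at about 19% in these data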;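 also: 0% = median of test compound wells and 100% = no enzyme DMSO wells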
Target sequence (Q9NZ20 whole entry, looked up): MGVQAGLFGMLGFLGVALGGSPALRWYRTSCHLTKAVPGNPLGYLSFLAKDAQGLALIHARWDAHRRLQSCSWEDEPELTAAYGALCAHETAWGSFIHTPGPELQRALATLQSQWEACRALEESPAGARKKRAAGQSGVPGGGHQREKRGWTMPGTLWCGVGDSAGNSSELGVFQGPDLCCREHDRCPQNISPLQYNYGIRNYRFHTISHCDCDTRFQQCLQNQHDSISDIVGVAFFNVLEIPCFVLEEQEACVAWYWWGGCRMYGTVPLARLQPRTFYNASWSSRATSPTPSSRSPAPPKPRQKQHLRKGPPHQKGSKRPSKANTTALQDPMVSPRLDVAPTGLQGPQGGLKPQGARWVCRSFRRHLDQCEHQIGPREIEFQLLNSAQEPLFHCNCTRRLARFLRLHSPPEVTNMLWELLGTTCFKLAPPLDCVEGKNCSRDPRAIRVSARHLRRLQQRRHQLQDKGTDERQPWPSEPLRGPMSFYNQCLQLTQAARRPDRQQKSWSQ
hcDAF12 agonist: H. contortus DAF-12 activation, primary screen; HEK293 hcDAF-12 lit1-tk-luc reporter, luminescence; 0% DMSO, 100% Δ7-dafachronic acid; activation, % at 6.8 µM; hit rate 1.4% among 370,000; AID 652067;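 active = activation above the mean of all tested compounds plus 3 SD, cut at about 5.5% in these data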;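 also: 100% = response to 3 µM Δ7-dafachronic acid high control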
ADAM10 inh: inhibitors of human ADAM10 | hit rate 0.62% among 370,000 | inhibition, % at 7 µM | O14672 | recombinant ADAM10, EDANS/DABCYL FRET peptide cleavage, 3 h;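 active = inhibition above a per-campaign cutoff equal to the mean of compounds falling between control-based bounds plus 3 SD, cut at about 20% in these data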;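 also: 0% = DMSO wells while the 100% control is not disclosed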
hgDAF12 agonist: agonists of H. glycines DAF-12 nuclear receptor. HEK293 GAL4-hgDAF12 UAS-luciferase reporter, agonist luminescence; normalized to butyrate control. activation, % at 6.8 µM. hit rate 1.8% among 370,000;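 active = activation above a cutoff set at the mean of all screened compounds plus 3 SD, cut at about 10% in these data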;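 also: 0% = DMSO wells and 100% = sodium butyrate wells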
DAX1 inh-1: DAX1 (NR0B1) inhibition, primary screen; HEK293T StAR-luciferase reporter, SF-1/DAX-1 repression relief; inhibition, % at 6.8 µM; hit rate 1.1% among 370,000; AID 652010;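 active = inhibition above the mean over all tested compounds plus 3 SD, cut at about 3.6% in these data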;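 also: 0% = DAX-1 cells with DMSO and 100% = cells lacking DAX-1 with DMSO; higher inhibition means more luminescence from relief of DAX-1 repression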
ssDAF12 agonist: S. stercoralis DAF-12 activation, primary screen | HEK293 ssDAF-12/GRIP1 lit1-tk-luc reporter, luminescence; % of 3 µM dafachronic acid response | AID 652126 | activation, % at 6.8 µM | hit rate 1% among 370,000;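 active = activation above the mean over all tested compounds plus 3 SD, cut at about 0.9% in these data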;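 also: 0% = DMSO-only wells and 100% = 3 µM delta7-dafachronic acid wells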
FXN GAA850 act: activators of GAA850 frataxin (FXN) promoter. HEK293 lucGAA850 FXN promoter luciferase reporter, 24 h; percent of 10 µM SAHA response. activation, % at 6 µM. hit rate 0.56% among 360,000;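 active = activation above the average of all compounds screened plus 3 SD, cutoff fixed separately per campaign, cut at about 7.5% in these data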;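 also: 0% = DMSO wells and 100% = 10 µM SAHA wells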
NPR2 activator: GC-B (human) receptor activation | P20594 | HEK293-GC-B cells, CNP EC30, cGMP TR-FRET; 0% at EC30 CNP, 100% saturating CNP | activation, % at 10 µM | hit rate 0.11% among 370,000 | AID 1920062;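 active = activation at 10 µM reaching about 35% in either raw or pattern-adjusted values, limit read from the data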
DAX1 inh-2: inhibits human nuclear receptor DAX1; hit rate 0.99% among 340,000; AID 504766; HEK293 Gal4-DAX1 luciferase reporter, luminescence; P51843; inhibition, % at 6.75 µM;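 active = inhibition above the mean over all tested compounds plus 3 SD, cut at about 4.2% in these data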;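 also: 0% = DAX1-transfected cells with DMSO and 100% = empty-vector control cells with DMSO; inhibition shows as a rise in luminescence from relieved DAX1 repression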
Target sequence (P51843 207-470 limits assumed): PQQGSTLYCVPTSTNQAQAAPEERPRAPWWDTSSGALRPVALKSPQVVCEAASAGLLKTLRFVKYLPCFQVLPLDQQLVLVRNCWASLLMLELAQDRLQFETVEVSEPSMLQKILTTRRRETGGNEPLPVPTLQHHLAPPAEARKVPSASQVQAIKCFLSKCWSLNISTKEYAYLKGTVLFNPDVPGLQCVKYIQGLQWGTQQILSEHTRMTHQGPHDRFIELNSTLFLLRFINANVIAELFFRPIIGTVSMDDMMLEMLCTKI
NPR1 activator: GC-A (human) enzyme activation | hit rate 0.14% among 370,000 | HEK293 GC-A cells, cGMP TR-FRET, EC30 ANP; 0% at EC30 ANP, 100% saturating ANP | activation, % at 10 µM | P16066; in the data active = activation above about 40%
An asterisk follows results filed as active; . = no result given. Random draw from the library; overall some 6.6% were active at least once.

SMILES	DAX1 inh-2	ADAM10 inh	hcDAF12 agonist	DAX1 inh-1	hgDAF12 agonist	SMARCA2 act	NPR1 activator	ssDAF12 agonist	FXN GAA850 act	HGIII-sPLA2 inh	NPR2 activator
COc1cc(-c2ccc(NC(=O)CN3CCC(C)CC3)c(OC)c2)ccc1NC(=O)CN1CCC(C)CC1	1.6	12	-0.6	-0.3	1.1	-3	2	-0.9	-0.1	-3	5
COc1ccc(CCNC(=O)C(=O)Nc2ccc3c(c2)OCCO3)cc1OC	-0.9	-5	-1.0	0.1	-1.0	-4	-4	-0.2	0.2	7	4
CSc1nc(-c2ccco2)nn1C(=O)c1ccco1	0.1	-8	-0.7	2.4	0.6	-2	4	0.4	-0.5	3	13
O=C(CN(C1CCCCC1)S(=O)(=O)c1ccc(Br)cc1)NCc1ccncc1	1.7	-1	-1.9	0.5	2.9	1	-22	-1.7	-0.9	-1	-12
CCn1c(SCC(=O)Nc2ccc(F)cc2)nnc1C1CC1	0.5	-11	-0.2	0.1	1.1	4	4	-0.2	3.7	3	0
O=C(CSc1nc2ccccc2s1)N1N=C(c2cccs2)CC1c1ccc(F)cc1 (stereo not given)	-1.5	-40	4.0	-1.1	1.1	-3	0	-0.6	4.7	-19	-2
Cc1cc(NCCCN2CCOCC2)n2ncc(-c3ccc(Cl)cc3)c2n1	1.0	-106	3.0	0.5	4.8	2	10	-1.1	0.9	0	-2
CCOC(=O)N1CCC(NC(=O)COc2cc(=O)n(C)c3ccccc23)CC1	-0.1	-9	2.8	0.5	1.1	-2	1	-0.7	1.4	-4	-3
COc1cccc(OCc2cc(C(=O)N3CCN(C4CCCC4)CC3)no2)c1	-0.6	-4	-1.4	-0.2	-1.4	0	1	-1.0	0.6	-7	3
CC(=O)c1ccc(Cc2ncc(C(F)(F)F)cc2Cl)s1	-0.7	1	-1.5	-0.8	1.5	2	4	-0.8	0.0	-24	4
O=C(CSc1n[nH]c(=O)n1C1CC1)Nc1ccc(OC(F)(F)F)cc1	-1.7	-4	-1.0	-0.5	-0.6	-2	-6	0.0	2.5	-38	6
Cc1ccc(NC(=O)COC(=O)c2c[nH]c3ccccc23)cc1C	1.4	-5	2.0	-0.6	-0.1	-1	0	-0.2	0.6	-13	-6
CCCC[C@@H]1CN=C(N)N1CC(C)(C)C	0.9	2	-1.6	0.8	-1.4	2	2	-0.7	-1.3	2	3
COc1cccc(C(=O)Oc2cccc(N3C(=O)C4C5CC(C(Br)C5Br)C4C3=O)c2)c1 (stereo not given)	0.9	6	0.7	0.1	1.6	0	-3	-1.4	-2.1	-7	-3
COc1ccc(-c2cc3c(=O)n(CC(=O)NCc4ccc(F)cc4)ncn3n2)cc1	1.8	-5	-0.6	-0.3	5.1	1	4	-0.8	0.0	-1	-1

Continuation:
SMILES	DAX1 inh-2	ADAM10 inh	hcDAF12 agonist	DAX1 inh-1	hgDAF12 agonist	SMARCA2 act	NPR1 activator	ssDAF12 agonist	FXN GAA850 act	HGIII-sPLA2 inh	NPR2 activator
CCOC(=O)c1cc2nc(Nc3ccc(OC)cc3)sc2s1	1.1	-58	-0.1	0.0	6.2	-3	1	-1.4	1.3	7	-10
CCc1nnc(NC(=O)CSc2nnc(-c3ccccc3O)n2CC)s1	0.8	2	0.4	0.6	-1.7	-2	4	-0.7	4.0	-1	0
CC1CCN(C(=O)CSc2nnc(CNC(=O)COc3ccc(Cl)cc3)o2)CC1	0.5	9	-1.2	-0.2	-1.0	-6	-1	-1.4	-0.7	-4	-1
Cc1ccc2c(c1)NC(=O)C(CC(=O)NCCCN1CCN(c3cc(C)ccc3C)CC1)O2 (stereo not given)	-3.6	-16	-0.1	1.5	4.2	-3	-22	-1.7	-3.2	-9	-14
COCCSc1nnc(NC(=O)C2CC(=O)N(C3CCCC3)C2)s1 (stereo not given)	0.1	0	0.6	0.0	0.7	-2	3	-1.2	1.6	-1	3
O=c1oc(Cc2ccccc2)nc2ccccc12	-0.7	4	2.0	0.7	3.7	-1	-2	0.0	0.0	15	5
CCCCn1nnnc1C(c1ccccc1)N1CCN(c2ccccc2)CC1 (stereo not given)	.	-10	-1.6	-0.5	-1.2	-2	-2	-1.7	.	2	4
COc1ccc(NC(=O)CN(C)C(=O)c2cc(C)on2)cc1	3.1	-4	-1.2	1.1	-0.3	-3	2	0.0	0.7	1	1
CCOC(=O)[C@]12CCC=C1N(Cc1ccc(Cl)cc1Cl)C(=O)[C@H](CC(=O)NCc1ccccc1)C2	.	8	0.9	-0.3	0.9	-4	-6	-0.7	.	-7	-2
CN(CC(=O)Nc1ccccc1Cl)CC(=O)Nc1c(F)cccc1F	1.2	-9	-1.8	-0.9	3.2	-2	3	-1.5	3.2	5	-3
O=C(COC(=O)/C=C/c1ccc(Cl)cc1)NCCC1=CCCCC1	-1.7	-16	1.0	0.0	1.4	0	3	0.6	0.7	21*	0
c1ccc(-c2cn3nc4c(nc3n2)CCCC4)cc1	0.3	-8	3.4	0.5	3.6	3	4	-0.4	1.2	6	1
C/C(=N\OCC(=O)OCC(=O)NCc1ccccc1)c1ccc2c(c1)OCO2	0.4	4	0.6	3.9*	-3.0	-5	-3	-0.8	-1.4	-3	-5
CCCCNC(=O)c1onc(CSc2cccc(OCC)c2)c1C(=O)O	1.4	-7	-1.0	-0.2	0.1	0	-1	-0.9	-0.1	4	3
CC(OC(=O)CNC(=O)c1ccc2ccccc2c1)C(=O)N(C)C1CCCCC1 (stereo not given)	-1.2	-2	-0.8	0.3	-1.0	-1	-1	-1.1	0.6	-3	-4

(further entries)
SMILES	DAX1 inh-2	ADAM10 inh	hcDAF12 agonist	DAX1 inh-1	hgDAF12 agonist	SMARCA2 act	NPR1 activator	ssDAF12 agonist	FXN GAA850 act	HGIII-sPLA2 inh	NPR2 activator
Cc1ccc(S(=O)(=O)NCc2nc3nc(C)cc(C)n3n2)c(C)c1	1.5	-12	-0.3	-0.5	-1.9	-1	0	-1.2	-0.3	4	-1
Cn1cnnc1SCC(=O)Nc1ccccc1C(=O)NC1CC1	-0.3	8	-0.5	-0.1	-0.7	0	2	-0.1	2.4	0	-4
COC(=O)c1c(-c2c(Cl)cccc2Cl)noc1NC(=O)NN1CCOCC1	0.4	-10	-0.4	-0.5	0.9	-2	3	-0.9	2.2	-5	-2
Cc1ccn2c(-c3csc(NCc4ccco4)n3)c(C)nc2c1	-2.4	-12	-2.2	-0.9	-0.6	-1	7	-1.6	-0.4	-1	0
CC(C)N(Cc1nccn1C)C(=O)c1ccc(OC2CCN(C(=O)C3CC3)CC2)cc1	-0.7	0	0.2	0.3	-0.3	-2	1	-1.2	0.7	-6	0
O=C(c1ccc(Cl)c(S(=O)(=O)N2CCCCC2)c1)N1CCN(Cc2ccccc2)CC1	-0.8	-3	-3.0	-0.9	2.4	-2	3	-0.8	0.7	-3	2
O=C(Nc1c[nH]c(=O)[nH]c1=O)c1cccc([N+](=O)[O-])c1	-1.5	-5	-0.7	-0.3	1.1	-1	-2	-0.7	0.7	0	0
NC(=O)CN(c1ccc([N+](=O)[O-])cc1)S(=O)(=O)c1ccccc1	4.4*	-4	-1.2	-0.7	5.5	-1	-2	-1.3	2.1	0	-5
COC(=O)C1CN(Cc2cn(CCOC(C)=O)nn2)CCS(=O)(=O)N1Cc1ccc(C)cc1 (stereo not given)	.	-7	-1.5	0.4	-4.0	0	4	-0.9	.	1	3
CC(OC(=O)Cc1ccccc1[N+](=O)[O-])C(=O)NC(=O)NC1CCCCC1 (stereo not given)	-0.7	0	-1.5	0.7	-1.4	-2	-1	-1.1	0.4	-13	0
N#C/C(=C\c1ccccc1)C(=O)Nc1cccnc1	-0.8	-5	0.3	-0.5	-0.3	0	-8	0.1	1.2	4	0
CN=C1c2ccccc2CN1c1cccc(C(=O)OC)c1	-0.8	-2	-0.5	-0.9	0.2	1	4	-1.2	1.6	2	3
CCC(CC)C(=O)NCCc1ccc(OC)cc1	0.5	14	-1.9	-0.1	1.6	0	3	-0.8	1.9	5	-3
CC(C)c1ccccc1OCC(=O)Nc1nnc(C2CC2)s1	-0.6	2	-0.7	1.2	-0.4	-1	1	-1.2	0.0	-1	0
COc1ccc(S(=O)(=O)N2CCCC2C(=O)Nc2nnc(-c3cccnc3)s2)cc1 (stereo not given)	0.1	-51	-2.8	-0.5	-0.2	-1	0	-0.2	0.7	0	-3

More records follow.
SMILES	DAX1 inh-2	ADAM10 inh	hcDAF12 agonist	DAX1 inh-1	hgDAF12 agonist	SMARCA2 act	NPR1 activator	ssDAF12 agonist	FXN GAA850 act	HGIII-sPLA2 inh	NPR2 activator
Cn1c(N)c(C(=O)Nc2ccccc2F)sc1=S	0.8	-1	-1.0	-0.1	-1.5	-4	-5	-1.0	1.5	10	-1
COc1ccc(OC)c(C(C(=O)NC2CCCCC2)N(C(=O)c2snc(C(N)=O)c2N)c2ccccc2OC)c1 (stereo not given)	0.1	-22	2.8	0.0	0.4	0	-13	-0.2	0.1	0	-14
N#CC1(NC(=O)COC(=O)c2ccc(-c3ccc(O)cc3)cc2)CCCCC1	0.3	-24	0.5	0.0	3.7	4	1	-1.0	3.5	-30	-6
NC(=S)NNC(=S)Nc1ccccc1	-0.6	-4	3.1	0.3	-1.9	-3	-6	-0.7	-0.5	2	6
Cc1ccc2c(c1)C(SCC(=O)NCCc1ccccc1)CC1(CCCC1)O2 (stereo not given)	3.5	-8	-1.4	0.7	1.0	-1	-7	0.0	2.2	1	-5
COc1ccccc1C(NC(=O)C1CCN(CCOc2ccc(Cl)cc2)CC1)c1ccccn1 (stereo not given)	.	2	-1.4	0.2	1.1	6	7	-1.1	6.2	-11	-1
C=CCN(c1cccc(C(F)(F)F)c1)S(=O)(=O)c1cccc(C(=O)OCC(=O)NCCC)c1	-0.2	1	-0.3	0.1	-0.6	1	-1	-0.7	1.0	-15	0
C=CCn1c(SCC(=O)C23CC4CC(CC(C4)C2)C3)nc(O)cc1=O	.	4	-0.7	0.6	-0.3	-3	0	-0.2	2.4	6	0
CN1/C(=C/C(=O)C2CC2)C(C)(C)c2ccccc21	0.4	-179	-1.4	-0.4	-4.0	-4	-7	-1.3	-2.4	17	3
COc1ccc(NC(=O)CN2CCC(NC(=O)C3CCCCC3)CC2)c([N+](=O)[O-])c1	-0.3	1	-0.1	-0.7	-1.3	0	-3	-1.8	1.0	-2	-2
O=S1(=O)c2ccc(Br)cc2OC[C@@H](Cc2ccccc2)N1Cc1cn(Cc2ccc(C(F)(F)F)cc2)nn1	.	5	2.3	0.6	-0.3	1	-2	0.1	.	-1	5
Nn1c(SCC(=O)Nc2ccc(S(=O)(=O)Nc3nccs3)cc2)nnc1-c1ccco1	.	-3	-2.0	0.2	0.7	0	5	-1.6	.	-13	5
COc1ccc(-c2ccc(C(=O)Nc3ccc(NC(C)=O)cc3)c3occc23)c(C)c1	.	6	-0.1	-1.1	1.2	1	-12	-1.1	1.3	-9	-2
Cc1ccc(O)c(NC(=O)c2noc3c2CCCCC3)c1	0.6	1	-0.4	0.8	3.5	4	1	-0.1	4.1	-2	1
